Cardio protect: protects H9c2 cardiomyocytes from peroxide injury; H2O2 injury protection, ATPLite, 2 h; protection from H2O2 cell death, % at 20 µM; 360,000 compounds, 0.63% hits;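 active = compounds giving at least 50% protection of heart cells from peroxide-induced death in the single-dose screen, raw or plate-pattern-corrected value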;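 also: 0% = DMSO wells with peroxide and 100% = DMSO wells without peroxide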
Granule exo inh: blocks lytic granule exocytosis. inhibition, % at 10 µM. AID 651702. 360,000 compounds, 0.66% hits. TALL-104 LAMP-1 surface exposure, flow cytometry; cells stimulated with thapsigargin and PMA;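 active = inhibition above about 55%, limit read from the data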
CaV13 ICDI inh: Disruptors of the CACNA1D IQ motif to Ca2+-dependent inactivation inhibitor domain association, primary screening, Förster resonance energy transfer in intact living …; HEK cells, CFP/YFP FRET ICDI-IQ, plate reader, 10 min; percent FRET-ratio fall versus neutral wells; inhibition, % at 12.3 µM; 340,000 compounds, 0.098% hits; AID 743397;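 active = mean replicate inhibition of at least 30% and at least 1% of replicates passing that level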;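 also: 0% = median of the neutral control wells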
MC4R barr agon: agonists of human melanocortin 4 receptor (MC4R) beta-arrestin; P32245; U2OS MC4R beta-arrestin complementation, luminescence; percent of melanotan II response, DMSO zero; activation, % at 8.9 µM; 360,000 compounds, 0.98% hits; AID 540308;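 active = activation above a per-plate cutoff, the mean activation of sample wells on that plate plus 3 SD, cut at about 8% in these data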
N-glyco inh: N-linked glycosylation inhibition. AID 588692. D54 ERlucT glycosylation luciferase reporter, 24 h; percent of 100 nM tunicamycin response. reporter increase, % at 12.5 µM. 360,000 compounds, 0.23% hits;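 active = mean luciferase reporter signal, scaled so untreated is 0 and the glycosylation-blocking control 100, at or above a set limit in every replicate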;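 also: luciferase carries N-glycosylation sites so blocking glycosylation raises the light; 0% = median of neutral control wells and 100% = median of 100 nM tunicamycin wells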
ABCB6 inh 2: human ABCB6 transporter inhibition. Q9NP58. K562-ABCB6 porphyrin accumulation, flow cytometry, 1 h; active compounds read low. fluorescence ratio to DMSO, % at 10 µM. 360,000 compounds, 0.19% hits. AID 602162;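 active = fluorescence ratio to DMSO below 75%, the collection mean minus 3 SD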;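 also: signal is porphyrin accumulated inside mitochondria; 100% equals median channel fluorescence of DMSO control wells; lower ratio means ABCB6 inhibition with less porphyrin fluorescence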
Target sequence (Q9NP58 whole entry, looked up): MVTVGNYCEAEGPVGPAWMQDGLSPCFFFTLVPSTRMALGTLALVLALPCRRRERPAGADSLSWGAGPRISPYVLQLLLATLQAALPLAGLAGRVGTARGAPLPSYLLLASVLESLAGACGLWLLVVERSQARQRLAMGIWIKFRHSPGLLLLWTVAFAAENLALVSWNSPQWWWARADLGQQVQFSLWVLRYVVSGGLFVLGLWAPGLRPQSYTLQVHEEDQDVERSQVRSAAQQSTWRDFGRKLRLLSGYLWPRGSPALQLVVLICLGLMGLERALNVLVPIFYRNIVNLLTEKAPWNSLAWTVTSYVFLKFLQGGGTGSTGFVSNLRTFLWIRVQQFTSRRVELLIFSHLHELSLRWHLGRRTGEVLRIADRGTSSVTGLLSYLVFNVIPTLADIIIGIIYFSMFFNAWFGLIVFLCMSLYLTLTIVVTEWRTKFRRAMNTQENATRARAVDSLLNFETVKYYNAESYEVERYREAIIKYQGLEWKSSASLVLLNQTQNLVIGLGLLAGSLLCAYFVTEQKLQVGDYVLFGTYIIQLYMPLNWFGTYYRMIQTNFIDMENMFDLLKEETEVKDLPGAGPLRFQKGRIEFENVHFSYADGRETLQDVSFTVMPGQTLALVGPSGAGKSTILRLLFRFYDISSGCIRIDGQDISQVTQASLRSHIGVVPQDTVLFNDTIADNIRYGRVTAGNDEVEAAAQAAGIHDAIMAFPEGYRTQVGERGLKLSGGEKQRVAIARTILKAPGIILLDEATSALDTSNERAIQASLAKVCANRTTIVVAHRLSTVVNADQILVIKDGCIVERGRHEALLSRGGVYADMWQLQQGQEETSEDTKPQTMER
MC4R antagonist: blocks human MC4R cAMP signaling; P32245; inhibition, % at 6.5 µM; MC4R-expressing cells, MTII-stimulated cAMP, LANCE TR-FRET; 360,000 compounds, 0.48% hits; AID 540295;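 active = inhibition above its plate's cutoff, the mean of tested wells on that plate plus 3 SD, cut at about 29% in these data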;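 also: 0% = Melanotan II alone and 100% = Melanotan II plus saturating MCL0020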
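Material – human MC4R-expressing U2OS cells · Repeats – no replicates · Detection – TR-FRET with Eu-cAMP and labeled anti-cAMP, 671 nm · Times – compound 30 min, challenge 1 h, detection 1 h · Compound – single nominal compound dose of 6.5 µM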
ABHD5 PLIN5 PPI: inhibitors of human ABHD5-perilipin-5 interaction; Q00G26+Q8WTS1; Split G. princeps luciferase complementation, luminescence, 4 h; inhibition, % at 4 µM; 360,000 compounds, 0.78% hits; AID 602281;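 active = inhibition above the mean inhibition across every tested compound plus 3 SD, cut at about 22% in these data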;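 also: 0% = DMSO only wells and the 100% control is not disclosed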
PDI inh: PDI (human) enzyme inhibition; P07237; PDI insulin aggregation turbidity, A650, 90 min; inhibition, % at 10 µM; 350,000 compounds, 0.052% hits;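 active = mean inhibition across replicates of 30% or more, whatever share of single replicates reach that level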;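 also: absorbance from insulin aggregation driven by PDI reduction with DTT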
m5-HT2A agonist: agonists of mouse serotonin 5-HT2A receptor (HTR2A). 360,000 compounds, 0.66% hits. CHO-K1 mHTR2A beta-arrestin complementation, luminescence; percent of 30 µM serotonin response. activation, % at 7.6 µM;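 active = activation above a run cutoff, the mean activation of all tested compounds plus 3 SD, cut at about 14% in these data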;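 also: 0% = plate median of compound wells and 100% = 30 µM serotonin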
An asterisk follows results filed as active; . = not tested or not shown.

structure	Cardio protect	Granule exo inh	CaV13 ICDI inh	MC4R barr agon	N-glyco inh	ABCB6 inh 2	MC4R antagonist	ABHD5 PLIN5 PPI	PDI inh	m5-HT2A agonist
CCc1ccc(OCC(=O)NC2CCCCC2)c(Br)c1	-5.6	-17.3	-10.5	0.9	-7.2	92.0	-1.4	-7.8	-5.5	-1.1
CCCNC(=O)c1onc(CS(=O)(=O)c2cccc(OC)c2)c1C(=O)NCCC	15.2	-1.0	-5.1	-0.2	0.9	98.0	5.3	5.1	5.2	10.2
OC[C@@H]1CN(Cc2ccc(F)cc2)C[C@H](n2cnc3c(N4CCN(c5ccccc5)CC4)ncnc32)O1	5.7	-6.8	-13.3	-0.8	-0.3	85.0	14.6	2.3	14.9	-4.2
Cc1ccc(-c2csc3ncnc(SCC(=O)NCC4CCCO4)c23)cc1 (stereo unspecified)	3.1	-2.8	-6.0	-2.1	-1.3	99.0	3.5	11.5	5.7	2.7
O=C(NC1CCN(C(=O)N2c3ccccc3Sc3ccccc32)CC1)c1ccccc1Cl	-11.1	5.4	.	-0.2	-4.0	98.0	-1.0	4.7	0.6	-7.4
Cc1cccc(NC(=O)Cn2nc(-c3ccco3)ccc2=O)c1C	-4.1	-3.5	-7.1	1.4	1.5	98.0	-4.5	-1.6	-4.1	6.8
O=C(CCCNC(=O)/C(=C/c1ccccc1F)NC(=O)c1ccccc1)OCc1ccccc1	-1.4	-1.2	-1.8	-2.0	4.3	105.0	15.5	-2.3	-3.8	-1.4
Cc1cccc(OCc2nnc(SCC(=O)N(c3ccccc3)C3CCS(=O)(=O)C3)o2)c1 (stereo unspecified)	-14.4	5.4	-2.7	-2.5	-1.4	96.0	8.1	3.5	4.7	4.3
Cc1sc2nc(SCC(=O)Nc3ccc(S(=O)(=O)NCCCC(=O)O)cc3)[nH]c(=O)c2c1C	2.9	-3.5	-5.8	-0.7	2.8	102.0	6.6	-6.5	-3.8	-1.5
CC1C=CCC2C(=O)N(c3cccc(C(=O)N4CCN(c5ccc(F)cc5)CC4)c3)C(=O)C12 (stereo unspecified)	2.0	1.6	.	-2.9	-2.4	99.0	-3.3	2.6	9.6	2.6
CCc1nnc(NC(=O)CSC(=S)N2CCOCC2)s1	3.9	-2.5	.	-0.8	-1.1	94.0	-1.9	-0.6	6.6	0.5
Cc1ccc(N(Cc2ccccc2)C(=O)c2ccc(C)c(S(=O)(=O)N3CCOCC3)c2)cc1	2.1	-0.3	-6.2	0.4	-2.9	95.0	12.4	-1.6	5.6	14.9*
Cc1ccc(NC(=O)Nc2cc(C)on2)cc1	-7.3	-1.2	2.7	-0.4	-0.1	103.0	1.4	-1.5	-1.1	4.0
Cc1c(C(C)NC(=O)c2ccc3nc(Cc4ccccc4F)oc3c2)cnn1C (stereo unspecified)	0.1	16.5	-2.6	0.3	-0.9	97.0	1.4	11.7	3.3	0.4
CCc1nc2c(OCc3ccc(C(F)(F)F)cc3)cccn2c1N(C)C(C)=O	-10.0	-1.0	-6.2	-1.4	2.4	99.0	5.4	2.6	16.5	-3.5
S=C(NCCC(c1ccccc1)c1ccccc1)Nc1cccc(Cl)c1	-36.7	-1.4	-5.1	-1.2	-0.3	100.0	2.6	-4.6	-3.8	-4.7
Cc1n[nH]c(C)c1S(=O)(=O)N1CCCC(C(=O)NCc2ccc(F)cc2)C1 (stereo unspecified)	-0.3	0.1	-4.1	-1.4	1.8	94.0	0.4	0.9	-1.1	-7.4
Cc1ccccc1Nc1ncnc(N)n1	-2.6	-0.7	-3.2	1.9	1.6	98.0	16.4	6.0	-0.3	0.4
COc1ccc(-c2cc(C(=O)N3CCN(C(c4ccccc4)c4ccccc4)CC3)no2)cc1OC	-10.7	-0.9	-2.9	1.0	-0.1	93.0	10.8	1.9	-15.1	3.7
COc1cccc(-c2cnc(C(O)c3c(C)cc(C)cc3C)[nH]2)c1 (stereo unspecified)	-0.7	-2.1	-4.1	0.5	-0.2	98.0	0.1	-3.2	-1.2	2.6
CN1CCCN(C(=O)Cc2c(Cl)cccc2Cl)c2nc3ccccc3nc21	1.3	1.1	-4.3	-0.1	-2.8	99.0	3.7	3.0	-1.0	5.8
COc1ccc(C(=O)NCCC(=O)N2CCC3(CC2)NCCc2[nH]cnc23)cc1	1.9	-15.2	-5.2	-1.5	2.1	107.0	6.0	5.8	1.8	12.8
COc1cc(C(=O)NCCc2ccccc2)ccc1OCC(=O)N1CCOCC1	0.5	8.9	-5.5	1.8	-0.4	98.0	0.9	5.3	-1.6	0.3
Cc1cccc(C(=O)NNC2=CC(=O)CC(C)(C)C2)c1O	3.2	-5.4	-7.4	-1.4	0.2	93.0	-0.1	-0.9	-3.8	2.0
COc1ccc(-c2ccc3[nH]c4c(c3c2)CCN2C(=O)[C@@H]([C@H](C)O)[C@@H](N(C)C(=O)Nc3cc(Cl)cc(Cl)c3)C[C@@H]42)cc1	-20.3	14.6	-7.3	-0.2	-4.8	101.0	20.6	-0.4	-0.5	-6.5
CCN1C(=O)[C@H]2[C@@H](c3ccc(SC4CCCCC4)c(OC)c3)N3CCCC[C@@]3(C(=O)OC)[C@H]2C1=O	-2.7	-3.4	-4.5	-0.6	-5.8	98.0	12.5	-1.9	1.8	-3.0
CCOC(=O)C1CCCN(C(=O)C2CCN(Cc3nc(-c4ccc(Cl)cc4)oc3C)CC2)C1 (stereo unspecified)	-9.5	12.4	-15.8	-1.2	1.3	96.0	-3.8	0.5	-4.0	-7.3
COc1ccc(S(=O)(=O)N2CCCCC2)cc1NC(=O)c1ccc(C)cc1	4.6	-7.2	-16.0	1.3	0.9	94.0	-1.4	2.8	-4.6	2.5
Cc1ccc2[nH]c3c(c2c1)CCc1cn[nH]c1-3	-11.2	16.2	.	-1.1	7.8	84.0	-11.8	2.5	-6.5	-3.8
CC(C)[C@H](NC(=O)c1ccccc1F)C(=O)OCC(=O)NC(=O)NC1CCCCC1	-8.1	6.2	-5.5	2.6	0.8	95.0	19.2	4.9	8.9	0.7
CC(=O)Nc1ccc(NC(=S)Nc2ccc(F)cc2)cc1	-1.9	12.8	-18.0	0.0	-0.3	98.0	-0.8	-4.4	0.5	-2.7
O=C(CCCn1c(=O)[nH]c2ccsc2c1=O)Nc1ccc(F)cc1	0.9	-4.4	-15.7	0.2	0.4	93.0	5.5	0.1	-3.4	2.4
Cc1ccc(OCC(=O)NNC(=O)C(C)Sc2ncnc3sc(C)c(C)c23)cc1 (stereo unspecified)	-2.6	-3.2	-3.7	-0.1	0.7	97.0	3.6	-8.8	2.3	-0.2
Cc1ccc(-c2nc(NC(=O)CSc3cc(C)c4ccccc4n3)ns2)cc1	-42.1	-5.0	-4.8	0.7	0.4	102.0	16.1	-2.1	.	3.0
COc1ccc(/C=C2\N=C3CCCCCN3C2=O)cc1OC	1.7	-0.7	-5.3	3.0	-1.5	98.0	-13.5	-1.3	1.6	0.5
CC(C)c1ccc(NC(=O)CNS(=O)(=O)c2ccc(F)cc2)cc1	-22.3	1.3	-0.4	0.5	-0.6	92.0	9.6	-1.2	-0.8	-4.2
COc1ccc(S(=O)(=O)N2CCOCC2)cc1NC(=O)COc1ccc(C)cc1	-0.3	-1.2	-6.5	-0.2	-1.3	97.0	11.1	0.9	-1.9	-7.6
CC(=O)c1c(C)[nH]c(C(=O)COC(=O)c2c(-c3ccccc3)noc2C)c1C	0.4	-5.2	-9.7	-1.6	1.4	99.0	11.6	-3.5	-14.6	4.5
COc1ccc(C(=O)OCC(=O)N2CCC(C)CC2)cc1S(=O)(=O)N1CCOCC1	3.3	0.8	-6.1	-3.1	2.0	95.0	4.2	13.2	3.9	-2.3
Cc1cccc(-c2nc(CSc3nc4c(c(=O)[nH]3)CCC4)c(C)o2)c1	22.0	11.3	-6.0	1.1	0.7	101.0	-30.7	4.3	4.3	4.8
COc1ccc(OC)c(-n2c(-c3cc(-c4ccc(F)cc4)n[nH]3)n[nH]c2=S)c1	0.3	-0.7	-5.5	0.1	4.4	99.0	7.2	-2.5	-5.0	3.7
CC(C(=O)N(C)C1CCCCC1)N1CCC(C(N)=O)CC1 (stereo unspecified)	6.1	6.9	-2.8	-2.1	-1.2	93.0	-0.1	-4.5	5.6	1.3
COc1ccc(CNC(=O)CCN2C(=O)c3ccccc3C2=O)cc1	-4.4	10.3	-19.0	2.0	-1.0	117.0	18.6	-4.5	3.5	1.9
CC1(C)CN(c2ccc(C(=O)c3ccccc3)cc2)C1=O	4.6	-2.5	7.8	-0.7	-1.3	100.0	13.3	-5.0	5.4	-3.6
Cc1c(C(=O)N2CCN(c3cccc(Cl)c3)CC2)cccc1[N+](=O)[O-]	-5.8	-3.3	-5.4	-1.7	-4.8	100.0	-5.0	2.7	1.2	-1.6
O=C(CCc1nnc(CCCc2ccccc2)o1)NCCCC1CCCC1	-10.0	4.5	-6.9	-0.6	-2.6	102.0	-4.7	-6.5	-4.6	-4.1
COc1cc(OC)nc(C(NC(=O)C2CCN(Cc3c[nH]c4ccccc34)CC2)c2ccc(Cl)cc2)n1 (stereo unspecified)	-14.4	19.4	-5.7	-2.5	-7.6	94.0	5.2	2.3	15.7	-4.0
COc1ccc(NC(=O)CCC2CCCC2)cc1OC	3.0	-1.1	-4.2	1.2	-1.3	98.0	19.6	-2.9	6.8	-1.0
Cc1ccc(CCNC(=O)CC(C)CC2=NS(=O)(=O)c3ccccc3N2)cc1 (stereo unspecified)	0.5	1.7	-2.0	-1.8	2.0	97.0	2.8	-6.5	0.0	3.0
O=C(Nc1ccc(S(=O)(=O)NCc2ccco2)cc1)c1ccc2ccccc2n1	-2.7	97.7*	-4.8	2.7	-5.2	95.0	7.6	6.8	2.6	-5.9

Additional records follow:
structure	Cardio protect	Granule exo inh	CaV13 ICDI inh	MC4R barr agon	N-glyco inh	ABCB6 inh 2	MC4R antagonist	ABHD5 PLIN5 PPI	PDI inh	m5-HT2A agonist
CCC(C(=O)NC1C(=O)N2C(C(=O)O)=C(CSc3nnc(C)s3)CSC12)c1ccccc1 (stereo unspecified)	1.0	3.0	-16.7	0.0	3.0	100.0	5.0	11.8	1.0	8.2
Cn1cccc1CNC(=O)Nc1ccccc1	-2.4	-1.4	-2.7	-1.2	0.0	94.0	2.2	-1.2	15.2	0.7
CCCCSc1cc(C)nc2ncnn12	0.0	-1.8	.	-1.5	2.0	96.0	7.3	-1.5	-2.9	-4.2
CCCCOc1ccc(C2NC(=O)NC(C)=C2C(C)=O)cc1OCC (stereo unspecified)	-1.9	-1.2	-4.4	-1.9	12.0	99.0	-5.7	-9.6	-1.0	-0.7

Part of the list above in another layout.
Below each compound: Cardio protect | Granule exo inh | CaV13 ICDI inh | MC4R barr agon | N-glyco inh | ABCB6 inh 2 | MC4R antagonist | ABHD5 PLIN5 PPI | PDI inh | m5-HT2A agonist
Cc1cccc(-c2nc(CSc3nc4c(c(=O)[nH]3)CCC4)c(C)o2)c1
→ 22.0 | 11.3 | -6.0 | 1.1 | 0.7 | 101.0 | -30.7 | 4.3 | 4.3 | 4.8
Cc1cccc(C(=O)NNC2=CC(=O)CC(C)(C)C2)c1O
→ 3.2 | -5.4 | -7.4 | -1.4 | 0.2 | 93.0 | -0.1 | -0.9 | -3.8 | 2.0

Screening data from PubChem.
